Compound activity as filed in PubChem BioAssay.
PPARg SRC-3 ag: PPARgamma-driven SRC-3 recruitment agonism; P37231; biochemical PPARgamma/SRC-3 coactivator recruitment assay; activation, % at 8 µM; 200,000 compounds, 0.26% hits; AID 731; in the data active means activation above about 23%;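 further: 0% = DMSO and 100% = reference agonist; some compounds past the cut are filed as inactive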
Target sequence (P37231 whole entry, looked up): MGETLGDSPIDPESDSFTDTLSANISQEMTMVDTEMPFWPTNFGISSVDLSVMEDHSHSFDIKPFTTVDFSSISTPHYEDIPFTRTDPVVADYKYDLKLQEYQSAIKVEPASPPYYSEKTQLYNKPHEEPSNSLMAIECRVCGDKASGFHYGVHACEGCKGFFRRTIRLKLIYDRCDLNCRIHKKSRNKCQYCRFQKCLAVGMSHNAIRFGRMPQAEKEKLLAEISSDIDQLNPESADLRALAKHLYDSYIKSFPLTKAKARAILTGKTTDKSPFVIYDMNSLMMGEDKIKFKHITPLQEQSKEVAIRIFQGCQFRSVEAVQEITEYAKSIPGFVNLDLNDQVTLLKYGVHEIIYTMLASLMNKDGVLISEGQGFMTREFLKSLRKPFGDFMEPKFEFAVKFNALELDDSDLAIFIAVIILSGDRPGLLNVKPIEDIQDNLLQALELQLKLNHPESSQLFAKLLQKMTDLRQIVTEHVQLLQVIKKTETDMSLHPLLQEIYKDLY
ROMK primary: modulators of human ROMK potassium channel; P48048; Tet-inducible ROMK, thallium flux fluorescence; actives lie on both sides; B-score at 10 µM; 130,000 compounds, 2% hits; AID 1918;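 active means signal ratio slope over the read window, or its plate-corrected B-score, at least 3 SD from the plate mean, either direction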;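 further: B-score of the F/F0 ratio slope over 7 to 12 s after thallium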
Target sequence (P48048 whole entry, looked up): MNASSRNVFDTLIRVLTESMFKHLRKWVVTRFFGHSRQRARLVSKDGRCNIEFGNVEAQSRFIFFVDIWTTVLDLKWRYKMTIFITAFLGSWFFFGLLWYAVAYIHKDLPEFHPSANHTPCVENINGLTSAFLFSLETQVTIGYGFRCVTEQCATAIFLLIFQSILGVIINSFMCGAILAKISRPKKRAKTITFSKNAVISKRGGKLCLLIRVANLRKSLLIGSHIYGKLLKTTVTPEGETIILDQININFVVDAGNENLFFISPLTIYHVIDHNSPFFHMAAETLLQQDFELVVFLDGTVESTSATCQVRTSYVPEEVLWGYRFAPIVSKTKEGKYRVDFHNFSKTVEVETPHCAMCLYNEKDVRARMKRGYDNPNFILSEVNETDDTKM
SRC2 TRFRET art: TR-FRET artefact, counter-screen to PPARgamma/SRC-2 agonist assay | 200,000 compounds, 0.4% hits | AID 1049 | TR-FRET ratio at 8 µM | stronger effect = higher value; in the data active means TR-FRET ratio above about 2000; further: inactives centre near 1500
PPARg SRC1 recr: promotes SRC-1 coactivator recruitment by human PPARgamma; 200,000 compounds, 0.41% hits; activation, % at 8 µM; P37231; PPARgamma-SRC-1 coactivator recruitment biochemical assay; AID 631; in the data active means activation above about 19%;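 further: 0% = DMSO and 100% = reference agonist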
PPARg SRC2 recr: agonists of SRC-2 recruitment by human PPARgamma | PPARgamma LBD-SRC-2 recruitment, biochemical | activation, % at 8 µM | P37231 | 200,000 compounds, 0.34% hits; in the data active means activation above about 22%;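 further: 0% = vehicle and 100% = reference agonist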
STAT1 blocker: inhibitors of IFN-gamma induced STAT1 signaling | NIH 3T3 STAT1-luciferase reporter, luminescence | inhibition, % at 5.5 µM | 200,000 compounds, 0.35% hits;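 active means inhibition above a set limit, the mean inhibition across all tested compounds plus 3 SD, cut at about 34% in these data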;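 further: 0% = IFN-gamma with DMSO and 100% = IFN-gamma with 300 µM nifuroxazide; values of inactives mirror those of a sister screen read the other way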
TLR4-MyD88 BLA: inhibitors of human TLR4-MyD88 binding | inhibition, % at 8.4 µM | O00206+Q99836 | HeLa CL3-4 TLR4/MyD88 BLA complementation, FRET ratio | 200,000 compounds, 0.18% hits | AID 861; in the data active means inhibition above about 25%;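 further: 0% = vehicle and 100% = reference inhibitor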
STAT3 act: increases IL-6 driven STAT3 reporter signal; 190,000 compounds, 0.91% hits; AID 871; U3A cells, IL-6 STAT3-luciferase reporter, luminescence; 100% = signal with IL-6 EC80 alone; activation (% of control), % at 5.6 µM;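 active means activation above the screen-wide mean of compound activation plus 3 SD, cut at about 130% in these data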;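 further: 0% = background luminescence of wells with medium and substrate only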
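system = STAT3-luciferase reporter U3A cells | reagent = IL-6 stimulus at 33 ng/mL final | timing = 1 h compound pre-exposure, 6 h IL-6 stimulation, 37 °C | measured by = luminescence | evaluation = % activation versus median of IL-6-stimulated wells | control set = IL-6-only wells as 100% reference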
S1P3 antag: blocks the human S1P3 receptor | 170,000 compounds, 0.27% hits | CHO S1P3 NFAT-BLA reporter, FRET fluorescence, antagonist mode | inhibition, % at 4.98 µM | Q99500;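 active means inhibition above the plate cutoff, the mean inhibition of test wells on that plate plus 3 SD, cut at about 28% in these data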;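 further: cells challenged with S1P at its EC80 of 0.8 µM; blue over green emission ratio from cleaved BLA substrate after 4 h stimulation; 0% = S1P-stimulated wells and 100% = unstimulated DMSO-only wells; some compounds past the cut are filed as inactive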
STAT3 inh: inhibitors of IL-6 induced STAT3 signaling; U3A cells, IL-6 STAT3-luciferase reporter, luminescence; host cell line lacks STAT1; inhibition, % at 5.5 µM; 190,000 compounds, 0.89% hits; AID 862;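 active means inhibition above the mean inhibition across all screened compounds plus 3 SD, cut at about 44% in these data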;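 further: 0% = DMSO only wells and 100% = 100 µM nifuroxazide control wells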
RAM network inh: blocks the yeast RAM network | S. cerevisiae dse1pr::URA3 reporter, 5-FOA growth OD615, 2 d; analog-sensitive cbk1-as2 kinase mutant strain | 190,000 compounds, 1.8% hits | inhibition, % at 50 µM | AID 868;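 active means inhibition above a set limit, 3 SD over mean compound inhibition, cut at about 8.4% in these data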;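 further: 0% = DMSO-only wells with no growth and 100% = 10 µM 1-NA-PP1 full growth; inhibition rescues growth on 5-FOA so higher OD means more RAM inhibition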
An asterisk follows results filed as active; / = no result given.

Structure,PPARg SRC-3 ag,ROMK primary,SRC2 TRFRET art,PPARg SRC1 recr,PPARg SRC2 recr,STAT1 blocker,TLR4-MyD88 BLA,STAT3 act,S1P3 antag,STAT3 inh,RAM network inh
COc1ccc(F)c(CN2CCC(N3CCC(C(=O)N4CCOCC4)CC3)CC2)c1,-2,-1,1380,-1,-2,2,-7,97,-10,7,1.6
CCn1c(SCC(=O)N/N=C/C=C/c2ccco2)nc2ccccc21,3,/,1680,5,-3,5,-1,107,-21,-2,1.7
CCOC(=O)C1CCCN(c2nnnn2-c2ccccc2)C1 (stereo not drawn),-4,/,1509,2,3,-4,-12,105,-7,1,0.1
CC(C)(C)C(=O)N1N=C(c2cccc(NS(C)(=O)=O)c2)CC1c1cccs1 (stereo not drawn),6,/,1574,6,-5,-5,7,108,-6,-6,-1.3
CCN(CC)S(=O)(=O)c1cccc(NC(=O)/C=C/c2cccc([N+](=O)[O-])c2)c1,0,/,1669,2,2,7,-8,79,16,24,4.2
C=CCOc1ccc(/C(O)=C2/C(=O)C(=O)N(CCCn3ccnc3)C2c2cccs2)cc1 (stereo not drawn),-5,0.082,1740,7,1,-29,1,99,-19,5,-0.3
Cc1cc(C)c(S(=O)(=O)NCC(CCC(=O)O)C(F)(F)F)c(C)c1 (stereo not drawn),1,0.9,1536,4,1,2,5,98,-1,7,-0.3
Cc1[nH]c2ccccc2c1/C=N/NC(=O)c1cccc([N+](=O)[O-])c1,0,/,1666,-2,2,-8,-8,113,-17,-12,2.4
CC(C(=O)OCC(=O)Nc1ncc(Cl)cc1Cl)N1C(=O)c2ccccc2C1=O (stereo not drawn),11,-0.59,1457,-4,10,0,4,101,/,3,6.3
COc1cc2c(cc1OC)C1(Nc3c-2c(-c2ccccc2)nn3-c2ccccc2)C(=O)Nc2ccccc21 (stereo not drawn),1,1.3,1485,3,1,-8,-4,96,/,5,6.1
COc1ccc(N2CCN(CC(=O)NCc3ccccc3)CC2)cc1,6,-1.2,1425,-8,0,0,-11,97,-20,10,1.5
O=C(CCS(=O)(=O)c1ccc(Cl)cc1)NCCN1C(=O)S/C(=C\c2ccccc2F)C1=O,1,/,1572,-4,4,-8,-10,98,-6,-2,2.8
CCC(CC)C(=O)Nc1cccc(C(=O)c2ccccc2)c1,8,-1.5,1494,3,6,3,-3,106,/,-8,0.7
CC1(C)CC(=O)C2=C(C1)OC(N)=C(C#N)C2c1ccc[nH]1 (stereo not drawn),6,-0.22,1596,18,4,2,-7,100,-5,2,1.5
Cc1nc2sc3c(c2c(=O)n1/N=C/c1cccnc1)CCCC3,4,-0.02,1616,9,2,-10,-8,97,-29,6,2.9
COc1cccc(N2CCN(Cc3nc(N)nc(N4CCCc5ccccc54)n3)CC2)c1,0,/,1609,-3,4,4,1,102,7,-2,0.2
O=C(CCS(=O)(=O)c1cccc2nsnc12)N1CCN(Cc2ccc3c(c2)OCO3)CC1,4,/,1714,8,8,3,2,104,/,0,-0.5
CN(C)c1ccc(NC(=O)c2cccc(N3C(=O)C4C5C=CC(C5)C4C3=O)c2)cc1 (stereo not drawn),3,/,1755,8,10,-1,2,94,15,10,3.0
CS(=O)(=O)N1CCC(C(=O)NCc2ccccc2)CC1,2,0.96,1764,7,-3,-8,9,98,8,8,1.1
COC(=O)COn1c(SC(C)C)nc2ccccc2c1=O,4,0.74,1675,4,6,3,1,106,/,0,1.2
CCN(CC)CC(=O)Nc1cccc2c1C(=O)c1ccccc1C2=O,5,/,1711,9,8,-15,5,100,-3,2,1.0
CC(=O)Nc1ccc(Nc2c3ccccc3nc3ccccc23)cc1,9,1.6,1689,11,14,-40,5,218*,-30,-140,0.6
O=C(Cc1ccccc1)NCC(=O)Nc1cccc(Br)c1,3,-0.47,1647,1,0,3,1,105,-5,1,2.8
O=C(Nc1ncc2c(n1)-c1ccccc1CC2)c1ccccc1,-1,/,1577,-2,-2,-7,-2,94,/,10,-0.7
CS(=O)(=O)N1CCc2cc(C(=O)N3CCCC3)ccc21,2,-0.26,1652,5,5,2,-7,100,1,5,3.0
CCN(CC)c1ccc(CNc2ccc(Br)cn2)cc1,-10,/,1327,-4,-9,-15,0,98,-3,6,-0.2
CCOC(=O)c1cccc(C(=O)OCC)n1,-5,-0.45,1498,0,3,9,10,98,-12,6,1.9
O=C(O)C1CCCN1S(=O)(=O)c1ccc2ccccc2c1 (stereo not drawn),-2,/,1457,6,-1,0,-14,100,/,6,0.3
CCOC(=O)c1c(C)nc2ccccc2c1C,4,-0.044,1605,4,7,1,-2,94,/,11,0.3
O=C(Nc1nnc(CCN2CCOCC2)s1)c1ccccc1,0,2.1,1391,5,2,-5,-14,104,/,2,1.2
CN1CC(=O)N(CC(=O)Nc2cccc(S(=O)(=O)N3CCOCC3)c2)C1=O,0,0.033,1363,-9,0,-2,6,106,-2,5,-0.5
COC(=O)c1ccc(N2CCN(S(=O)(=O)c3ccc(C)cc3)CC2)c([N+](=O)[O-])c1,2,/,1542,-3,6,11,4,103,/,3,2.1
CN(C)c1ccnc(-n2cccc2/C=N/OCc2ccc(F)cc2Cl)c1C#N,1,-0.93,1663,7,3,3,-2,96,/,10,5.1
Clc1cccc(/C=N/Nc2ncnc3ccccc23)c1,-8,/,1498,8,5,-67,0,133,/,-33,0.1
COc1cc(/C=N/NC(=O)COc2ccccc2C)ccc1OC(=O)c1cccs1,-3,/,1454,0,-5,-2,-5,100,/,6,0.1
Cc1onc(-c2ccccc2)c1C(=O)N1CCN(CCc2ccccc2)CC1,2,/,1795,3,8,0,-16,91,12,16,1.8
CCCCOC(=O)NC1CCS(=O)(=O)C1 (stereo not drawn),-9,/,1340,2,5,0,2,98,/,9,0.9
CC(C)C(NC(=O)C1CCCCC1)C(=O)Nc1ccccn1 (stereo not drawn),1,/,1567,1,6,-5,0,100,17,6,1.5
C/C(CC1CC(COCC(C)C)OC1=O)=N\NC(N)=S (stereo not drawn),0,0.75,1495,8,3,1,7,101,-14,0,0.6
Cc1cccc(NC(=S)NCc2ccco2)n1,-2,-1.2,1446,-4,-2,0,-3,102,27,-1,0.1
C#CCn1c(S(=O)(=O)Cc2ccccc2Cl)nc(-c2ccccc2)c1-c1ccccc1,10,/,1788,2,4,2,12,96,/,10,3.9
CCCN(CCC)S(=O)(=O)c1cccc(C(=O)Nc2ccc3c(c2)OCO3)c1,4,/,1622,-4,6,-1,-12,96,18,10,2.0
CCN(CCCNC(=O)COc1cc(=O)n(C)c2ccccc12)c1cccc(C)c1,2,2.3,1513,10,-6,-3,4,92,3,11,-0.3
COc1cc(-c2[nH]ncc2CN2CCN(Cc3cccs3)CC2)cc(OC)c1OC,2,-0.066,1676,-11,0,5,5,100,-12,11,0.2
Cc1ccc(S(=O)(=O)N2CCC(=O)N(CCOC(=O)NCc3ccccc3)CC2)cc1,4,1,1507,6,-1,9,-9,101,-11,-4,-0.7
COCc1cc(C)n(CC(=O)Nc2ccccc2C(=O)OC)c(=O)c1C#N,-12,0.52,1453,-5,4,3,-5,99,-12,10,0.7
O=S(=O)(NCCO)c1cccc2cccnc12,9,/,1592,17,4,0,11,109,0,-2,0.3
O=c1[nH]ncn1-c1ccccc1C(F)(F)F,7,/,1503,-5,-4,8,-1,109,/,-5,0.8
COc1ccc(NC(=O)CSc2cc(C(=O)c3nccn3C)c3ccccc3n2)cc1,0,-0.13,1596,2,-6,18,-7,99,3,7,4.5
CC(=O)Nc1ccc(NS(=O)(=O)c2ccc3ccccc3c2)cc1,7,-0.56,1514,2,-1,7,0,94,/,7,0.3

Next section
Structure,PPARg SRC-3 ag,ROMK primary,SRC2 TRFRET art,PPARg SRC1 recr,PPARg SRC2 recr,STAT1 blocker,TLR4-MyD88 BLA,STAT3 act,S1P3 antag,STAT3 inh,RAM network inh
Cc1ccc2nc(SC(C)C(=O)NCc3ccco3)[nH]c2c1 (stereo not drawn),2,/,1641,-2,3,0,7,121,/,-20,0.3
CC12COC3(C(=O)Nc4ccc(F)cc4)CC1CCC32C (stereo not drawn),2,/,1584,2,4,8,-11,92,8,6,2.5
CCN(c1ccccc1)S(=O)(=O)c1ccc(Cl)c(C(=O)OCC(=O)c2[nH]c(C)c(C(C)=O)c2C)c1,5,/,1575,11,10,7,1,98,-11,5,4.1
COCCNC(=S)N1CCc2cc(OC)c(OC)cc2C1COc1ccc(F)cc1 (stereo not drawn),1,-0.62,1644,-3,5,7,-20,101,1,4,8.8*
CC/C(=N\NC(=O)c1c(-c2ccccc2)noc1C)c1ccc(C)o1,-6,-0.5,1239,-13,2,8,10,84,-5,18,0.5
CC(C)C(NC(=O)c1ccc(Cl)cc1)C(=O)O (stereo not drawn),2,1.2,1553,0,3,-11,-1,96,/,10,0.6
Cn1cnnc1SCCC(=O)Nc1ccc(Cl)cc1,4,0.18,1645,8,16,-4,-10,98,/,6,0.7
O=C(c1ccccc1)N1CCN(Cc2cccc(Oc3ccccc3)c2)CC1,3,0.0077,1625,2,-3,1,-3,101,4,2,0.6
COC(=O)CNC(=O)C(C)NC(=O)CNC(=O)OCc1ccccc1 (stereo not drawn),-1,/,1362,6,-9,-2,2,101,/,2,1.1
CC(C)(C)NC(=S)Nc1ccc(Br)cc1,-3,-2.3,1408,4,-5,0,-11,91,/,17,0.9
O=C(CCC1CCCC1)N1CCN(C(=O)C2CC2)CC1,-4,/,1632,0,13,-1,6,98,13,6,0.6
COc1cc2c(cc1OC)CN(c1ccc([N+](=O)[O-])cc1Cl)CC2,5,0.83,1438,10,-2,3,2,107,-7,-7,2.6
Nc1nnc(Cc2ccc(Cl)cc2Cl)s1,2,-1,1595,4,5,6,-14,91,/,11,1.4
O=C(NCc1ccco1)C1CCN(C(=O)Cc2ccccc2)CC1,14,/,1570,0,-1,8,3,101,/,-1,0.0
O=C(CSc1nnc(NC(=O)c2ccco2)s1)Nc1ccc(F)cc1,-4,0.64,1521,3,10,-3,4,103,-8,4,3.5
COC(=O)C1=C(C)N(C)C(=S)NC1c1c(OC)ccc2ccccc12 (stereo not drawn),-1,/,1475,-3,6,3,-3,106,-7,-8,2.7
COc1ccc(/C=N/Nc2ccc(C(F)(F)F)cc2[N+](=O)[O-])cc1O,0,0.17,1458,1,3,-9,7,91,-6,14,10*
